# DENV2 CPE rescue: inhibitors of DENV2 cytopathic effect, primary screen, cell-based, plate reader, single concentration | DENV2-infected cells, cytopathic effect rescue | 350,000 compounds, 1.7% hits | CPE inhibition, % at 9.99 µM; in the data active means CPE inhibition above about 20%, passing the limit was not always enough; inconclusive means no clear call, values can overlap the other calls; tested in BHK-21 cells;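 further: 0% = median of neutral control wells and 100% = median of positive control wells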
# ERAP1 HTS inh: human ERAP1 aminopeptidase inhibitors, primary screen, biochemical, single point, plate reader; Endoplasmic reticulum aminopeptidase 1 (Homo sapiens), Q9NZ08; recombinant ERAP1, Leu-AMC fluorescence, 60 min; inhibition, % at 10.7 µM; 340,000 compounds, 0.15% hits;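 active means mean replicate inhibition of at least 30%, or all replicates individually reaching that 30% level; inactive means mean below 30% and not every replicate reaching it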;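 further: 0% = neutral control wells and 100% = L-leucinethiol positive control wells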
# Casp6 inh: human caspase-6 inhibitors, primary screen, biochemical, VEID-R110 fluorescence, single point, set 2 | purified caspase-6, Z-VEID-R110 cleavage fluorescence | 350,000 compounds, 0.53% hits | AID 686996, 2013 | inhibition, % at 12.5 µM | P55212;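 active means mean inhibition across replicates at least about 35%, with every replicate also reaching that limit, limit read from the data; inconclusive means only one of the two criteria met; inactive means neither criterion met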;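 further: 0% = median of neutral control wells and 100% = no fluorescence left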
# Target sequence (P55212 24-179 limits assumed): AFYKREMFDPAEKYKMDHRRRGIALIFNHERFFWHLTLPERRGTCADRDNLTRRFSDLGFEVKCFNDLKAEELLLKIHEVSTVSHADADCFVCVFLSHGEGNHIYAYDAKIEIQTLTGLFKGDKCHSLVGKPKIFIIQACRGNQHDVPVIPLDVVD
# Target sequence (P55212 194-293 limits assumed): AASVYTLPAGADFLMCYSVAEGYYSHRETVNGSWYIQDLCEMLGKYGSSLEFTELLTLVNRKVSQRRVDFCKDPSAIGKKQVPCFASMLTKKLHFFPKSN
# CFTR F508del cor: F508del CFTR correction, initial screen, CFBE line, single point; CFBE cells, YFP halide quenching; stimulated with forskolin plus potentiator P3; % fluorescence drop versus neutral controls; activity (quench increase), % at 7.58 µM; 350,000 compounds, 0.36% hits;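 active means mean added fluorescence quench of at least 8% versus neutral control, with both replicates also reaching 8%; inconclusive means only one of the mean or replicate conditions met; inactive means mean below 8% and not both replicates reaching 8%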;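 further: cells transiently co-express mutant CFTR-F508del with the halide-sensitive YFP; corrector assay measuring rescue of mutant channel to the surface after 24 h compound exposure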
# SIRT5 inh: SIRT5 desuccinylase inhibitors, primary screen, biochemical, fluorescence imaging, single point, set 5. inhibition, % at 15 µM. 330,000 compounds, 1.1% hits. AID 652115, 2013. Purified SirT5, succinyl-peptide AMC, trypsin-coupled fluorescence; in the data active means inhibition above about 15%; inconclusive means no clear call, values can overlap the other calls
# Target sequence (Q9NXA8 whole entry, looked up): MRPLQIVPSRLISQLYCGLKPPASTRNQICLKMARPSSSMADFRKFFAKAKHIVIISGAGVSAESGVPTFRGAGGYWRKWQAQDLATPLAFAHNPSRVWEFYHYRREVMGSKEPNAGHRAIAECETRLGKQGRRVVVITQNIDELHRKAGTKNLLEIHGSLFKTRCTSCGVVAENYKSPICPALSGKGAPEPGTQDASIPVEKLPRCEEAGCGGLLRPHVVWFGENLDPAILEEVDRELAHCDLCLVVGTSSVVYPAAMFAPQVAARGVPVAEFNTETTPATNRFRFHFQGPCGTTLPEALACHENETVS
# ERp5 inh: inhibitors of ERp5-driven insulin aggregation, primary screen, biochemical, turbidity, absorbance 650 nm, single point. inhibition, % at 9.99 µM. 90 min. Protein disulfide-isomerase A6 (Homo sapiens), Q15084. AID 651711, 2012. 350,000 compounds, 0.05% hits;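 active means mean replicate inhibition above about 25%, with every replicate also reaching it, limit read from the data, passing the limit was not always enough; inconclusive means only one of those two criteria met; inactive means neither criterion met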
# Target sequence (Q15084 whole entry, looked up): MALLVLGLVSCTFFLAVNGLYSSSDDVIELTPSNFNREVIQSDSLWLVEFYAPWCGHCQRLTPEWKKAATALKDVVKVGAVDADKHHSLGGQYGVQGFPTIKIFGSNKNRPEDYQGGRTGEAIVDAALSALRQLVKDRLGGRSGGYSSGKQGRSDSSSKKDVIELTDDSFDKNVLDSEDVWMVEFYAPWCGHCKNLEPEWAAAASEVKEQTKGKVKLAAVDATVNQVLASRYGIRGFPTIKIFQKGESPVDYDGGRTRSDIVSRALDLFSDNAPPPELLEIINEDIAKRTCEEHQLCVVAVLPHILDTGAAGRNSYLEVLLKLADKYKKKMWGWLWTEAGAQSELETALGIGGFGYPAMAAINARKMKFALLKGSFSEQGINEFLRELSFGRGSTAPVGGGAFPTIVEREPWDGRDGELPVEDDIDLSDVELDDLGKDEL
# miR-122 sensor: miR-122 Renilla sensor signal increase in Huh7, primary screen, miR-122 inhibitor project, cell-based, single point, plate reader. activation (reporter increase), % at 12.5 µM. Huh7 miR-122 Renilla luciferase sensor, 48 h; neutral wells = 0, positive control = 100. 340,000 compounds, 0.3% hits;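 active means mean replicate activation score at least 90 and every replicate individually at or above 90; inconclusive means only one of the two criteria met; inactive means neither criterion met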;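 further: higher luciferase means less miR-122 activity so hits act as miR-122 inhibitors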
# Numbers without * were called inactive; ? = inconclusive; / = not tested or not shown; [ ] = remark or other dose.
DENV2 CPE rescue	ERAP1 HTS inh	Casp6 inh	CFTR F508del cor	SIRT5 inh	ERp5 inh	miR-122 sensor	Molecule
3	-2	-2	1.6	-3	-3	-2	CC(C)(C)NC(=O)CN(CC1CCCO1)C(=O)CNS(=O)(=O)c1ccc(F)cc1 (configuration not stated)
1	-3	-2	2.0	-1	-6	0[16.7 µM]	C[C@@H]1CN([C@@H](C)CO)C(=O)c2cc(C#CC(C)(C)O)cnc2O[C@@H]1CN(C)Cc1ccccn1
0	4	3	0.3	-8	2	/	Cc1ccc(N2C(=O)NC(NS(=O)(=O)c3ccccc3)(C(F)(F)F)C2=O)cc1 (configuration not stated)
0	0	-1	-2.3	-3	-1	/	CC(C)=Cc1oc2ccc([N+](=O)[O-])cc2c1N1CC(C)OC(C)C1 (configuration not stated)
5	1	-1	0.0	-8	12	/	N#C[C@@H]1[C@H](c2ccccc2-c2ccccc2)[C@H](CO)N1C(=O)Cc1ccccc1
-5	/	/	1.5	-3	/	-3[16.7 µM]	C[C@H](CO)N1C[C@H](C)[C@H](CN(C)C(=O)Nc2cccc3ccccc23)Oc2ccc(NC(=O)Nc3cccc4ccccc34)cc2CC1=O
-4	4	-3	-4.5	-23	4	/	Cc1oc(-c2ccccc2Cl)nc1CN1CCCCC1c1cccnc1 (configuration not stated)
-9	-1	2	-2.0	-3	-1	/	O=C(COC(=O)c1cnccn1)c1ccc(-c2ccccc2)cc1
2	1	1	-1.6	7	23	1[16.7 µM]	C[C@@H]1CN([C@H](C)CO)C(=O)c2cccc(NC(=O)Nc3ccc(F)cc3)c2O[C@@H]1CN(C)Cc1ccc(-c2ccccc2)cc1
-1	-3	0	3.8	0	0	/	C/C=C/c1ccc(OCC(=O)OCC(=O)NC2CC2)c(OC)c1
-5	6	-2	-0.3	-4	-1	-3	COc1ccc(CN(Cc2ccc(C(=O)O)cc2)C(=S)Nc2ccccc2C)cc1OC
-1	0	-3	-1.8	-1	-1	/	C=CCn1c(-c2cc3c(s2)CCC(CC)C3)n[nH]c1=S (configuration not stated)
?	-1	-3	0.4	3	19	2[16.7 µM]	Cc1ccccc1-c1ccc([C@H]2[C@@H](CO)N3CCCCN(S(C)(=O)=O)C[C@@H]23)cc1
/	-1	1	/	1	-4	-2	CCCCn1c(SCC(=O)N2c3ccccc3CCc3ccccc32)nc2c1c(=O)n(C)c(=O)n2C
-5	0	-1	0.2	-3	8	/	CC(=O)Nc1ccc(S(=O)(=O)NCC2CCC(C(=O)NC(C)c3ccccc3)CC2)cc1 (configuration not stated)
-3	-1	3	-0.8	1	1	1	CC(=O)c1cccc(NC(=O)c2sc3nc4n(c(=O)c3c2C)CCCCC4)c1
-1	-1	0	-0.3	/	3	2	CCOC(=O)N1CCN(C(=O)c2ccc3nc4ccsc4c(=O)n3c2)CC1
1	/	0	1.9	-4	2	/	O=C(c1cccc([N+](=O)[O-])c1)c1ccccn1
9	4	-1	-4.4	0	-2	2	COCCCNC(=O)CC1C[C@H](C(=O)N(C(C)C)C(C)C)[C@@]2(C)c3[nH]c4ccc(OC)cc4c3CCN2C1=O (some centres not stated)
-5	4	/	-0.2	63*	8	-3	O=S(=O)(O)c1ccc(O)c2cc(Nc3ccccc3)ccc12
1	0	7	-1.7	6	2	-23	O=C(Cn1c(=O)oc2ccccc21)Nc1ccccc1Cl
-6	/	1	0.7	-1	1	-3	COCCN1Cc2cccc(C(=O)Nc3ccc(S(=O)(=O)N4CCCCC4)cc3)c2C1=O
-3	0	-182	1.0	3	5	/	Cc1ccc(COc2ccc(CNCCCN3CCCCCC3=O)cc2)cc1
4	0	1	1.6	0	-2	/	Cc1ccc(O)c(NC(=O)/C=C/C(=O)O)c1
-8	-2	1	0.4	-4	0	/	O=C(CN1C(=O)CS/C1=C\c1nc(-c2ccc(Cl)cc2)cs1)Nc1cccnc1Cl
-5	0	-1	-1.5	/	-3	/	O=C(NCc1ccccc1)[C@@H]1CCCN1C(=O)[C@H]1CCCN1C(=O)c1ccccc1
6	-3	0	-0.2	2	2	-3[16.7 µM]	O=C(C[C@@H]1C=C[C@H](NC(=O)C2CC2)[C@@H](CO)O1)NCc1ccccc1Cl
-7	/	1	-1.9	-4	-2	-4	O=C(OCC(=O)N1CCOCC1)c1ccc2[nH]c3c(c2c1)CCCC3
2	-2	1	1.4	-2	-4	-2	O=C(C=Cc1ccccn1)c1ccccc1
4	/	0	-2.5	0	5	0	O=C(COC(=O)c1ccccn1)Nc1nc(-c2cccc([N+](=O)[O-])c2)cs1

# Individual results from the entries so far.
# `CCCCn1c(SCC(=O)N2c3ccccc3CCc3ccccc32)nc2c1c(=O)n(C)c(=O)n2C` | Casp6 inh = 1
# `Cc1oc(-c2ccccc2Cl)nc1CN1CCCCC1c1cccnc1` (configuration not stated) | ERAP1 HTS inh = 4

# In another format: results already given.
# The line under a structure holds: DENV2 CPE rescue | ERAP1 HTS inh | Casp6 inh | CFTR F508del cor | SIRT5 inh | ERp5 inh | miR-122 sensor
> Cc1oc(-c2ccccc2Cl)nc1CN1CCCCC1c1cccnc1 (configuration not stated)
  -4 | 4 | -3 | -4.5 | -23 | 4 | /
> O=C(COC(=O)c1cnccn1)c1ccc(-c2ccccc2)cc1
  -9 | -1 | 2 | -2.0 | -3 | -1 | /
> C[C@@H]1CN([C@H](C)CO)C(=O)c2cccc(NC(=O)Nc3ccc(F)cc3)c2O[C@@H]1CN(C)Cc1ccc(-c2ccccc2)cc1
  2 | 1 | 1 | -1.6 | 7 | 23 | 1[16.7 µM]
> C/C=C/c1ccc(OCC(=O)OCC(=O)NC2CC2)c(OC)c1
  -1 | -3 | 0 | 3.8 | 0 | 0 | /
> COc1ccc(CN(Cc2ccc(C(=O)O)cc2)C(=S)Nc2ccccc2C)cc1OC
  -5 | 6 | -2 | -0.3 | -4 | -1 | -3
> C=CCn1c(-c2cc3c(s2)CCC(CC)C3)n[nH]c1=S (configuration not stated)
  -1 | 0 | -3 | -1.8 | -1 | -1 | /
> Cc1ccccc1-c1ccc([C@H]2[C@@H](CO)N3CCCCN(S(C)(=O)=O)C[C@@H]23)cc1
  ? | -1 | -3 | 0.4 | 3 | 19 | 2[16.7 µM]
> CCCCn1c(SCC(=O)N2c3ccccc3CCc3ccccc32)nc2c1c(=O)n(C)c(=O)n2C
  / | -1 | 1 | / | 1 | -4 | -2
> CC(=O)Nc1ccc(S(=O)(=O)NCC2CCC(C(=O)NC(C)c3ccccc3)CC2)cc1 (configuration not stated)
  -5 | 0 | -1 | 0.2 | -3 | 8 | /
> CC(=O)c1cccc(NC(=O)c2sc3nc4n(c(=O)c3c2C)CCCCC4)c1
  -3 | -1 | 3 | -0.8 | 1 | 1 | 1
> CCOC(=O)N1CCN(C(=O)c2ccc3nc4ccsc4c(=O)n3c2)CC1
  -1 | -1 | 0 | -0.3 | / | 3 | 2
> O=C(c1cccc([N+](=O)[O-])c1)c1ccccn1
  1 | / | 0 | 1.9 | -4 | 2 | /

# (list continues)
DENV2 CPE rescue	ERAP1 HTS inh	Casp6 inh	CFTR F508del cor	SIRT5 inh	ERp5 inh	miR-122 sensor	Molecule
-2	1	6	-1.9	-2	6	4[16.7 µM]	C/C=C/c1ccc2c(c1)O[C@@H](CN(C)C(=O)CC)[C@H](C)CN([C@@H](C)CO)S2(=O)=O
13	-1	4	-0.9	/	-3	2	CNc1ncnc2c1ncn2[C@H]1CN(CCN2CCOCC2)C[C@@H](CO)O1
15	-2	-2	-1.1	-1	3	/	COc1cc([N+](=O)[O-])c2nc(C(=O)O)ccc2c1
2	-1	3	-1.3	4	12	/	Cc1cccc(Cn2nc(-n3cccc3)c3c(C)cc(C)nc32)c1
1	/	/	0.2	/	/	-1	Cn1c(=O)c2cc3ccc(Cl)cc3nc2n(C)c1=O
-8	-3	0	-1.4	-43	1	/	Nc1nn2cc(-c3ccccc3)nc2c2ccccc12
-5	-4	-4	-2.9	1	3	-4	COc1ccc(C(=O)Nc2ccc(NC(=O)c3ccco3)cc2)cc1
4	0	3	0.5	2	3	/	O=C(NCc1n[nH]c(=S)n1-c1ccc(Cl)c(Cl)c1)c1ccc(S(=O)(=O)N2CCCCC2)cc1
8	6	4	-0.9	0	-2	/	CC(=O)C1=C(O)C(=O)N(C)C1c1ccccc1[N+](=O)[O-] (configuration not stated)
-8	-1	0	0.4	-2	-7	-17[16.7 µM]	CCCNC(=O)N1C[C@H]2[C@@H](c3ccccc31)[C@H](CO)N2C(=O)c1ccncc1
-1	-7	17	-1.2	-1	1	/	CCN(c1ccccc1C(=O)O)S(=O)(=O)c1ccc2[nH]c(=O)[nH]c2c1
4	4	-1	-4.9	-2	2	9	Cc1c(C(=O)NCc2ccc3c(c2)OCO3)sc2nc(-c3ccccc3)cn12
0	/	5	-4.0	-2	4	3	Cc1onc(-c2c(Cl)cccc2Cl)c1C(=O)NNC(=O)c1c(-c2c(Cl)cccc2Cl)noc1C
14	-6	1	-0.6	2	1	-1	Cc1nc(SCCC(=O)O)c2cc(-c3ccccc3)sc2n1
16	-4	0	1.1	-3	1	3[16.7 µM]	COCC#Cc1cnc2c(c1)C(=O)N([C@@H](C)CO)C[C@H](C)[C@@H](CN(C)C(=O)Cc1ccccc1)O2
-8	0	1	-0.5	-4	0	/	CCCCC(=O)Nc1ccc(C2C(=O)c3ccccc3C2=O)cc1
3	35*	5	0.3	/	1	0	COc1cc(/C=C(/C#N)C(=O)NCCCc2ccccc2)ccc1OCC(=O)O
-1	4	4	3.0	5	-32	-10	Cc1ccc(C)c(Sc2ccc(NC(=O)CCN3C(=O)NC4(CCCC4)C3=O)cc2)c1
/	-3	4	-4.1	0	-3	/	CSCCC(NC(=O)c1ccccc1)C(=O)OCC(=O)N(C)CCC#N (configuration not stated)
-4	0	1	-3.1	-2	2	5	COc1ccc(S(=O)(=O)CC2(O)CCN(C(=O)C(C)(C)C)CC2)cc1
1	0	-1	-1.3	3	3	7	O=C(c1cc(-c2cccc(O)c2)on1)N1CCCCC1
-1	-5	5	-2.3	-1	5	1[16.7 µM]	Cc1ccc(S(=O)(=O)N(C)C[C@@H]2Oc3ccc(NC(=O)NC(C)C)cc3C(=O)N([C@H](C)CO)C[C@H]2C)cc1
4	1	8	-0.2	-3	2	/	COc1ccc(Cn2ccnc2SCC(=O)Nc2ccccc2F)cc1
4	1	-1	-0.2	-3	4	4	COc1ccc(Cl)cc1NC(=O)CSc1nnc(C)c(=O)n1N
-9	-1	1	-2.4	-5	6	4[16.7 µM]	C[C@H](CO)N1C[C@H](C)[C@H](CN(C)S(C)(=O)=O)Oc2cc(-c3ccc(F)cc3)ccc2S1(=O)=O
-3	-1	-8	/	4	0	/	COc1cccc(C(=O)Nc2ccc3c(c2)C(=O)N(C)[C@H]2CC[C@H](CC(=O)NCCCN4CCOCC4)O[C@@H]2CO3)c1
6	/	/	-4.8	/	/	4[16.7 µM]	COc1ccc(NC(=O)Nc2ccc3c(c2)CC(=O)N([C@H](C)CO)C[C@H](C)[C@H](CN(C)C(=O)Nc2cccc4ccccc24)O3)cc1
-4	1	2	-2.2	-2	8	16[16.7 µM]	Cc1noc(C)c1S(=O)(=O)Nc1ccc2c(c1)C(=O)N([C@@H](C)CO)C[C@H](C)[C@H](CN(C)C(=O)Cc1ccccc1)OCCCC[C@@H](C)O2
-4	0	-2	-0.1	1	2	/	CC(/C=C1\SC(=S)N(CC(=O)O)C1=O)=C\c1ccccc1
-4	-1	4	0.1	0	5	/	Clc1ccc(CONc2ncnc3nonc23)c(Cl)c1
-6	0	-3	-1.9	0	4	6	CCC1=C2CC[C@H]3C(=O)N(c4ccccc4)C(=O)[C@H]3[C@H]2[C@@]2(C)C(=NCC3CC3)OC(=O)N2C1=O
7	2	0	-1.7	-7	-3	3[16.7 µM]	CCCNC(=O)N1C[C@@H](C)[C@@H](OC)CN(C)C(=O)c2ccc(NC(C)=O)cc2OC[C@@H]1C
-5	3	3	-0.2	1	-3	/	CCCc1cn(CC[C@H]2CC[C@H](NC(=O)C3CC3)[C@H](CO)O2)nn1

# High-throughput results deposited in PubChem BioAssay by Broad Institute.
